Assay outcomes from PubChem BioAssay.
EP2 antag = inhibitors of human EP2 prostaglandin E2 receptor; actives 0.52% (n = 260,000); AID 1422; inhibition, % at 25 µM; C6 glioma cells expressing human EP2, cAMP TR-FRET; cells stimulated with saturating PGE2; P43116;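 active means percent inhibition above 40 after rounding to a whole number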;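 further: rat C6 glioma host cells with rolipram phosphodiesterase inhibitor present; the protocol text gives 20 µM as final concentration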
Target sequence (P43116 whole entry, looked up): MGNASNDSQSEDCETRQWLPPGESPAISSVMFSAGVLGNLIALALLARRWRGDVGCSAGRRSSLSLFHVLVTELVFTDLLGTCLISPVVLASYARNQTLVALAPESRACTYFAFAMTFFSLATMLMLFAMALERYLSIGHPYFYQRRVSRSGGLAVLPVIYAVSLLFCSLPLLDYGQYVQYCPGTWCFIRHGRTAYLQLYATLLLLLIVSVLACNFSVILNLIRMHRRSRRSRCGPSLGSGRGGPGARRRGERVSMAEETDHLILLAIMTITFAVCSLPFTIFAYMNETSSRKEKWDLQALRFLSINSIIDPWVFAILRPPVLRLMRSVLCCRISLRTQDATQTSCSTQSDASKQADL
Runt-SMMHC FRET = inhibitors of human RUNX1 Runt domain binding to CBFb-SMMHC; Q01196+Q13951; Cerulean-Runt/Venus-CBFb-SMMHC FRET ratio 530/480, 1 h; inhibition, % at 20 µM; actives 0.74% (n = 220,000); AID 1434;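 active means mean inhibition across duplicate retests at 20 µM reaching about 50%, limit read from the data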;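 further: 0% = DMSO wells and 100% = wells with excess untagged CBFb-SMMHC; inhibitors lower the FRET ratio by blocking Runt binding to CBFb-SMMHC; some results filed as inactive read as strong as hits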
RBBP9 inhibitor = inhibitors of human serine hydrolase RBBP9 | actives 0.2% (n = 220,000) | inhibition, % at 7.94 µM | recombinant RBBP9, FP-Rh probe fluorescence polarization;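 active means inhibition above the campaign mean of all tested compounds plus 3 SD, cut at about 14% in these data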;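 further: plate controls were DMSO wells with RBBP9 for no effect and wells lacking RBBP9 protein for full effect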
Target sequence (O75884 whole entry, looked up): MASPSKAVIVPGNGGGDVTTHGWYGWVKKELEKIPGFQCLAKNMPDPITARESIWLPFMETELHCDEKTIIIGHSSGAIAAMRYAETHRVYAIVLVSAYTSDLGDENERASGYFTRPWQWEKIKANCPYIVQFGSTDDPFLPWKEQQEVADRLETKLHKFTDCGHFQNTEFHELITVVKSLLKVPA
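System: RBBP9 protein / Buffer or medium: Tris/NaCl buffer pH 8.0 with 0.1% Pluronic / Probe or stimulus: Serine-hydrolase probe FP-Rh, 375 nM pre-mixing / Dosing: 7.94 µM single dose, 0.794% DMSO / Times: enzyme-compound preincubation 30 min, then probe labeling 45 min, 25 °C / Technique: fluorescence polarization (mP), excitation 525 nm, emission 598 nm / Replication: singlicate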
TNF necrop inh = blocks TNF-alpha induced death of Jurkat FADD-/- cells; Jurkat FADD-/- TNF necroptosis rescue, ATP luminescence, 24 h; 0 = TNF only, 100 = no-TNF cells; AID 463075; actives 0.068% (n = 220,000); activation (protection from cell death), % at 10 µM;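 active means activation, meaning protection from cell death, of at least 50% relative to plate controls; inactive means activation below 50%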;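 further: necroptosis triggered by 40 ng/mL TNF-alpha added together with compound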
Hck Nef HTS = human Hck-Nef kinase inhibition. P08631. Recombinant Hck-YEEI plus Nef, Z-Lyte FRET kinase assay. inhibition, % at 20 µM. actives 0.68% (n = 220,000). AID 463187;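 active means Hck-Nef kinase inhibition above about 50%, limit read from the data; inactive means inhibition below that limit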;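 further: 0% = DMSO with Hck plus Nef and 100% = Hck alone without Nef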
Target sequence (P08631 whole entry, looked up): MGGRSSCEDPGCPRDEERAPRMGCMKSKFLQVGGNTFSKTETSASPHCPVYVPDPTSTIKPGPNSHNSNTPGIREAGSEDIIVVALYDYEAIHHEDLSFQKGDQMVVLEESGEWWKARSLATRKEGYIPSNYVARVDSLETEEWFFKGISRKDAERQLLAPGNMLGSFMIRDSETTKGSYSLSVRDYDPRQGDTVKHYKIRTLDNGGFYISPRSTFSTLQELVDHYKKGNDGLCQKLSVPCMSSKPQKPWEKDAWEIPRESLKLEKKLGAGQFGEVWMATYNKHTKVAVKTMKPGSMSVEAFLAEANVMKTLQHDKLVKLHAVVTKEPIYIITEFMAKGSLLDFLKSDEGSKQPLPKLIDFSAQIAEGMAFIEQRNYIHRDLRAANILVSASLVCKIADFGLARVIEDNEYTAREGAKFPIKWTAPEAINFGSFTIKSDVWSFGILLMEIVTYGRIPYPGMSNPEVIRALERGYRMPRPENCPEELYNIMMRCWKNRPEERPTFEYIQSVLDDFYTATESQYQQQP
EP2 modulator = modulates human prostaglandin E2 receptor EP2 signaling; EP2-expressing cells, cAMP HTRF FRET, PGE2 co-stimulation; induction, % at 25 µM; actives 0.83% (n = 260,000);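 active means compounds whose cAMP rise, as percent of the full-agonist control response, exceeds 60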;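 further: rat C6 glioma line stably carrying human EP2 under a CMV promoter; the protocol text gives 20 µM as final concentration; 100% = response of wells given 1 µM PGE2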
zVAD death inh = L929 zVAD cell death inhibition. actives 0.38% (n = 220,000). L929 zVAD necroptosis rescue, ATP luminescence, 24 h; with zVAD 60 µM. viability rescue, % at 10 µM. AID 1377;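 active means activation, scaled between plate controls, above about 75%, limit read from the data; inactive means activation under that limit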;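 further: 0% = zVAD with DMSO and 100% = DMSO alone without zVAD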
Runt-CBFb FRET = Runt domain-CBFb interaction inhibition; Q01196+Q13951; Cerulean-Runt/Venus-CBFb FRET ratio 530/480, 1 h; inhibition, % at 20 µM; actives 0.46% (n = 220,000); AID 1496;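 active means inhibition over about 50% at 20 µM in the single-dose screen, limit read from the data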;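 further: 0% = DMSO wells and 100% = excess unlabeled CBFb competitor control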
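Assay system: Cerulean-Runt domain fusion protein, energy donor; Signal: fluorescence energy transfer, 422 nm excitation, 530/480 nm emission; Timing: 1 h compound exposure, room temperature; Control set: unlabeled CBFb; Medium: Tris buffer pH 7.5 with salts and BSA; Compound: single test concentration of 20 µM, 1% DMSO final; Probe or stimulus: Venus-CBFb 100 nM.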
PERK inhibitor = human PERK inhibition, primary cell-based screen; Q9NZJ5; CHO PERK-DD fusion, SEAP luminescence translation reporter; inhibition, % at 5.6 µM; actives 0.17% (n = 220,000); AID 1416;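 active means inhibition above the mean inhibition of all tested compounds plus 3 SD, set separately per screening campaign, cut at about 2.9% in these data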;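 further: PERK kinase domain activated by AP20187 dimerizer at 100 nM; 0% = DMSO with dimerizer and 100% = rapamycin at 8.4 µM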
* hit, by the source's call; x = not tested or not shown; & = joins results of further samples. Not all compounds are listed (hit frequency here may not be typical).

SMILES | EP2 antag | Runt-SMMHC FRET | RBBP9 inhibitor | TNF necrop inh | Hck Nef HTS | EP2 modulator | zVAD death inh | Runt-CBFb FRET | PERK inhibitor
O=C(COc1ncnc2ccccc12)Nc1ccc(Cl)c([N+](=O)[O-])c1 | 9 | -6 | -9 | 6.4 | 1 | -25 | 3.0 | -1 | -0.5
NCC(O)COc1ccc2c(c1)OCO2 (stereo unspecified) | 10 | 0 | -14 | -1.7 | -1 | -8 | -0.2 | 2 | 0.1
CC(=O)NCC(=O)N(c1ccccc1)C1(C(=O)NC2CCCCC2)CCCCC1 | 14 | 5 | -1 | -0.9 | -1 | 16 | -0.5 | -2 | -1.0
COc1cc(CNCCCN2CCOCC2)cc(Br)c1OCc1ccc(Cl)cc1 | 9 | 0 | 1 | -4.9 | -16 | -38 | 12 | 0 | -0.1
CCN(CC)C(=O)Oc1ccc2cc(Br)ccc2c1 | 8 | 0 | -9 | 2.9 | 2 | -33 | 1.1 | -2 | 0.0
COc1ccc(C2C(C(N)=O)=C(C)Nc3nc(-c4cccc(Cl)c4)nn32)cc1OC (stereo unspecified) | 2 | 2 | 5 | 3.8 | 0 | -5 | 0.4 | -2 | -1.4
N/C(=N\OC(=O)CSc1ccccc1)c1ccc([N+](=O)[O-])cc1 | 7 | -1 | -4 | 0.1 | 1 | -16 | 1.6 | 0 | 0.2
CC(NC(=O)COC(=O)c1ccc([N+](=O)[O-])s1)c1ccccc1 (stereo unspecified) | 5 | 2 | -3 | 0.8 | 1 | 6 | 1.3 | -1 | 1.3
O=C(CSc1ccsc1[N+](=O)[O-])N1CCN(c2ccccn2)CC1 | 2 | 2 | -8 | 1.5 | 20 | -23 | -1.8 | 2 | -0.3
CCCCN(C)C(=O)Cn1cnc2sc(C)cc2c1=O | 10 | -2 | -3 | -0.5 | 2 | 13 | 0.2 | 0 | 0.1
CC(=O)Nc1ccc(S(=O)(=O)N2CCC(n3cnc4cc(F)ccc43)CC2)cc1 | 5&7 | 1 | -4 | 7.8 | 5 | -33&-76 | 0.4 | 0 | -0.9
CCN(CCn1cccn1)Cc1cn[nH]c1-c1ccc(OC)cc1F | 8 | -2 | -3 | 1.3 | 5 | 4 | 0.6 | 1 | 0.6
CC(C)Cc1nc2ccc(N)cc2[nH]1 | 7 | -2 | -9 | 2.0 | 17 | -18 | -2.4 | -2 | 0.0
O=C(CSc1ccc(Cl)cc1)Nn1cnnc1 | 4 | 3 | -2 | 0.7 | 0 | 10 | 2.0 | 3 | 1.2
CCN1CCN(CCOc2ccccc2-c2ccccc2)CC1 | 5 | 1 | -9 | 2.5 | 17 | 20 | -0.6 | 0 | 0.9
COc1ccc(-n2c(SCC(=O)N3CCOCC3)nnc2C(C)N2CCCCC2)cc1 (stereo unspecified) | 7 | 2 | -3 | 1.1 | 23 | -5 | -0.9 | 2 | 0.0
CSc1nc2nc(-c3ccccc3)cc(=O)n2[nH]1 | 10 | -109 | -2 | -3.3 | 0 | 21 | -0.4 | -2 | 0.1
COc1cccc(-n2c(Cc3cc(=O)[nH]c(=O)[nH]3)nnc2SCC(=O)Nc2ccccc2)c1 | 3 | -1 | -6 | 0.2 | 2 | 2 | 0.2 | 2 | -0.5
Cc1ccccc1-c1nnc(-c2ccc(Cl)cc2)o1 | 10 | -2 | -4 | -1.1 | 0 | 16 | 0.3 | 3 | 1.3
N#CCCN1CCN(C(=S)c2ccc(-c3ccc(Cl)c(Cl)c3)o2)CC1 | 12 | -2 | -4 | -11 | 3 | -60 | 2.8 | 10 | -0.2
CCOC(=O)N1CCc2c(sc3[nH]c(=S)[nH]c(=S)c23)C1 | 13 | 7 | -8 | 0.5 | 9 | 34 | 0.6 | 18 | 1.5
CN1C(=O)Cn2c1nc1ccccc12 | 6 | 1 | -16 | 1.8 | -1 | 12 | 0.7 | -3 | 0.2
CCn1cc(C(=O)NCCCOC)c(=O)c2cc(S(=O)(=O)N(C)C)ccc21 | 2 | -1 | -3 | 1.2 | 20 | 25 | 0.1 | x | 0.1
COC(=O)c1ccc(NC(=O)c2ccccc2-c2ccccc2C(=O)O)cc1 | 8 | -7 | 2 | -0.6 | 7 | 15 | 0.2 | 1 | 1.6
O/N=C1/CCc2nonc2/C1=N/O | 20 | 5 | 0 | -2.1 | 0 | 17 | 0.9 | 2 | 1.2
CCCCn1c(SCC(=O)NCc2ccccc2)nc2ccc(N3CCOCC3)cc2c1=O | 18 | -7 | -5 | -1.1 | 5 | 16 | -0.9 | 3 | -0.1
Cc1ccc(C)c(S(=O)(=O)Nc2ccc(C(N)=O)cc2)c1 | 7 | -8 | -2 | 0.1 | 13 | 16 | 0.8 | -2 | 0.7
CCCNC(=O)c1c(NC(=O)C2COc3ccccc3O2)sc2c1CCCC2 (stereo unspecified) | 23 | 3 | -2 | -2.2 | 2 | 32 | -0.4 | -2 | 0.3
COC(=O)c1ccc(OCCOc2ccccc2)cc1 | 9 | -2 | 8 | 0.8 | 1 | 13 | -0.6 | 0 | 0.0
O=C(Nc1nnc(SCc2ccccc2)s1)c1ccco1 | 18 | 2 | -7 | -0.2 | -1 | 11 | -0.1 | 1 | 0.5
CCSc1nc(-c2ccc(OC)cc2)ccc1C#N | 11&16 | 2 | -11 | -3.1 | 1 | 35&28 | -0.2 | -1 | -0.8
CCC(C)NC(=O)c1ccc(-n2c(=S)[nH]c3ccccc3c2=O)cc1 (stereo unspecified) | 4 | -7 | -2 | 1.3 | 15 | -17 | 0.1 | 1 | 0.6
Cc1ccc(Cn2c(Sc3nccc(C)n3)nc3c2c(=O)[nH]c(=O)n3C)cc1 | 8&6 | 0 | 0 | -1.1 | 1 | 11&-37 | 0.3 | -2 | 0.5
CCOC(=O)C1CCC(CNCc2ccc(Cl)cc2)CC1 (stereo unspecified) | 13 | -4 | 2 | 1.9 | 1 | -5 | 0.3 | -2 | -0.6
CCOc1ccc(/C(O)=C2/C(=O)C(=O)N(CCN(CC)CC)C2c2cccs2)cc1 (stereo unspecified) | 2 | -1 | 6 | -0.6 | 26 | 12 | -0.3 | -1 | 0.7
Cc1cccc(-n2ncc3c(NCc4ccc5c(c4)OCO5)ncnc32)c1 | 8 | 0 | -11 | -0.2 | 3 | -21 | 0.0 | -2 | 0.6
O=C(c1ccco1)n1nc(NCc2ccccc2)nc1NCc1ccccc1 | 8 | 0 | -5 | -0.1 | 1 | 35 | -0.2 | -2 | -0.5
CCOC(=O)C1=C(C)NC(=O)NC1c1ccc(N(CC)CC)cc1 (stereo unspecified) | 9 | 0 | -5 | 0.5 | 0 | -6 | 1.9 | 5 | 0.4
Cc1ccc(-c2nnc(SCC(=O)N3CCOCC3)nc2-c2ccc(C)cc2)cc1 | 10 | -4 | -5 | -1.8 | -1 | 3 | 0.0 | -5 | -0.2
Cc1ccc(-c2c3c(=O)n(C)c(=O)n(C)c3cn2N2CCOCC2)cc1 | 11 | 0 | 5 | -2.9 | 3 | 4 | 0.2 | 0 | -0.5
CCc1ccc2[nH]c(=O)c(C(c3nnnn3Cc3ccc(OC)cc3)N3CCOCC3)cc2c1 (stereo unspecified) | 5 | 4 | 3 | -1.3 | 5 | 7 | 0.8 | 0 | 0.2
OC1(c2ccc3ccccc3c2)CCN(Cc2ccccc2)C1 (stereo unspecified) | 10 | -5 | -12 | 2.6 | -1 | -5 | -0.5 | 1 | -2.0
Cc1ccc(S(=O)(=O)N2CCCC(C(=O)Nc3ccc(NC(=O)c4ccccn4)cc3)C2)cc1 (stereo unspecified) | 4 | 1 | -7 | -6.2 | 7 | -12 | 0.1 | -5 | -0.2
O=C1Nc2c(c(=O)[nH]c(=O)n2-c2ccccc2)C1(Nc1ncccn1)C(F)(F)F (stereo unspecified) | 8 | 2 | -2 | -0.7 | 9 | 16 | -1.0 | 3 | 0.7
O=C(c1ccc(F)cc1)C1CCN(Cc2cn[nH]c2-c2ccccc2)CC1 | 10 | -7 | -2 | 2.3 | 10 | 1 | 0.3 | 1 | 0.5
COc1ccc(/C=N\NC(=O)COc2ccc(Cl)cc2Cl)c(C(=O)O)c1OC | 3 | -1 | 0 | 1.4 | -1 | 19 | 0.0 | 1 | 0.5
CCC(C)(C)NC(=O)c1sccc1Oc1ccc(F)cc1[N+](=O)[O-] | 4 | 0 | -5 | 0.2 | 34 | 31 | 1.6 | -1 | -0.5
COCCC(=O)Nc1ccc2c(c1)CN(C(=O)CSC)CC2 | 6 | 0 | -8 | 0.6 | -2 | 8 | 0.1 | 0 | 0.2
N#CCCN1CCN(S(=O)(=O)c2ccc(S(=O)(=O)N3CCCC3)cc2)CC1 | 9 | 4 | 4 | 0.0 | -6 | 6 | -0.9 | 0 | 2.2
CC1(C)CC(=O)C=C(NCCc2c[nH]c3ccccc23)C1 | 7 | -3 | -8 | 0.8 | 3 | -17 | 0.7 | 2 | 1.1
Cc1cc(C)nc(/N=C(\N)Nc2ccc3c(c2)OCCO3)n1 | 6 | -9 | -5 | -2.0 | 19 | -61 | -0.3 | 2 | -0.3
CCc1ccc(C(=O)COC(=O)c2ccc(Cl)nc2)cc1 | 0 | -1 | -10 | 0.7 | 20 | 34 | 3.1 | -3 | 1.3
COc1cc(C(O)P(=O)(OC(C)C)c2ccc(N(C)C)cc2)cc(OC)c1OC (stereo unspecified) | 5 | -2 | 2 | -1.7 | -1 | 11 | 0.0 | -3 | -0.3
Brc1ccc(-c2cnc3n2CCCC3)cc1 | 9 | 6 | -1 | -0.2 | 0 | 26 | -0.4 | 0 | -0.8
Cc1nc2c(-c3ccccc3)c(C)nn2c(C)c1CC(=O)O | 18 | 2 | -4 | -0.9 | 1 | -23 | 0.3 | -3 | 2.4
CCNc1nc2c(c(=O)[nH]c(=O)n2C)n1Cc1ccc(F)cc1 | 10 | -3 | 1 | -0.6 | 13 | -3 | -0.7 | 2 | -0.9
COCCOC(=O)C1=C(C)N(c2ccccc2)C(=S)NC1c1ccccc1C(F)(F)F (stereo unspecified) | 4 | 1 | -6 | 0.9 | 23 | 13 | -1.3 | 0 | 0.0
Cc1cccc(-c2nc3cc([N+](=O)[O-])ccc3o2)c1 | 1 | 0 | 1 | -1.2 | 43 | 14 | 1.0 | -1 | 0.3
CCn1c(SC)nc(O)c(C(c2ccc(OC)c(O)c2)c2c(O)nc(SC)n(CC)c2=O)c1=O | x | 0 | -4 | -2.7 | 4 | 15 | 0.7 | -2 | 0.3
